From PubChem BioAssay
Cneo AK release: Cryptococcus neoformans cell lysis inducers, primary screen, AK release luminescence, single concentration | C. neoformans lysis, adenylate kinase release luminescence, 4 h; normalised: neutral wells 0, clomiphene wells 100 | lysis activity, % at 15 µM | hit rate 0.2% among 360,000 | AID 651654, 2012;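 active = mean lysis activity across replicates of at least 80%, whatever share of replicates individually reach that level; inactive = mean lysis activity below 80%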
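Assay system: C. neoformans cells. Amount: yeast cell density of 5 × 10^6 cells/mL. Technique: AK luminescence. Buffer or medium: YPD. Times: static 4 h at 37 °C with compound, 1 h detection. Dosing: single-point compound dose. Read-out: lysis from increased AK signal.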
Statin myotox sup: suppressors of statin myotoxicity in C2C12 myotubes, primary screen, cell-based, single point, plate reader; hit rate 0.78% among 330,000; AID 602340, 2012; rescue of ATP level, % at 7.49 µM; C2C12 myotubes + simvastatin, ATP luminescence, 48 h; scaled: DMSO 0, geranylgeraniol control 100;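 active = mean ATP rescue above about 67%, or every replicate alone reaching that limit, limit read from the data, passing the limit was not always enough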;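 note: myotubes were challenged with 10 µM simvastatin during compound exposure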
ERAP1 inh: human ERAP1 aminopeptidase inhibitors, primary screen, biochemical, single point, plate reader. Endoplasmic reticulum aminopeptidase 1 (Homo sapiens), Q9NZ08. recombinant ERAP1, Leu-AMC fluorescence, 60 min. inhibition, % at 10.7 µM. hit rate 0.15% among 340,000;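 active = mean replicate inhibition of at least 30%, or all replicates individually reaching that 30% level; inactive = mean below 30% and not every replicate reaching it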;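 note: 0% = neutral control wells and 100% = L-leucinethiol positive control wells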
LGR2 antag: inhibitors of bursicon-induced LGR2 CRE-luciferase signal, primary screen, cell-based, HEK293, CRE-luciferase reporter, bursicon stimulation; Drosophila bursicon receptor LGR2 (rickets); bursicon-stimulated, 4 h; inhibition, % at 9.99 µM; hit rate 0.35% among 380,000; AID 720647, 2013;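 active = drop in luminescence signal, shown as inhibition above about 50% in the replicate tests, limit read from the data, passing the limit was not always enough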;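 note: agonist challenge used bursicon conditioned medium at about half maximal strength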
PGC1a acetyl inh: inhibitors of PGC1a acetylation signal, primary screen, cell-based, U2OS, AlphaScreen, inhibitor mode | AlphaScreen anti-acetyl-lysine; with virally co-expressed GCN5 acetyltransferase | inhibition, % at 15.6 µM | hit rate 0.17% among 350,000;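 active = every replicate shows inhibition of at least 40%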;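 note: 0% = neutral control wells and 100% = positive control wells; some results beyond the cut were filed as inactive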
Xi reactivation: activators of inactive X chromosome reactivation, primary screen, imaging, XiGFP fibroblasts, GFP high-content imaging, set 2; XiGFP mouse fibroblasts, % GFP-positive cells imaging, 3 d; cells co-treated with 5-aza-dC sensitizer; scaled so ellipticine positive control = 100%; hit rate 0.055% among 360,000; activation, % at 7.58 µM;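 active = mean normalized replicate activation at least 10% and every replicate at or above 10%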;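 note: 0% = median of on-plate neutral control wells and 100% = ellipticine 6 µM median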
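Assay system: SV40-immortalized XiGFP fibroblast cells, line 68-5-11; buffer or medium: DMEM plus 5-aza-dC sensitizer; compound: one concentration, pinned; timing: compounds 3 days, fix/stain 15 min at room temperature; benchmarks: positive control ellipticine, 6 µM final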
SIRT5 block: SIRT5 desuccinylase inhibitors, primary screen, biochemical, fluorescence imaging, single point, set 5; Purified SirT5, succinyl-peptide AMC, trypsin-coupled fluorescence; inhibition, % at 15 µM; hit rate 1.1% among 330,000; AID 652115, 2013; in the data active = inhibition above about 15%
Target sequence (Q9NXA8 whole entry, looked up): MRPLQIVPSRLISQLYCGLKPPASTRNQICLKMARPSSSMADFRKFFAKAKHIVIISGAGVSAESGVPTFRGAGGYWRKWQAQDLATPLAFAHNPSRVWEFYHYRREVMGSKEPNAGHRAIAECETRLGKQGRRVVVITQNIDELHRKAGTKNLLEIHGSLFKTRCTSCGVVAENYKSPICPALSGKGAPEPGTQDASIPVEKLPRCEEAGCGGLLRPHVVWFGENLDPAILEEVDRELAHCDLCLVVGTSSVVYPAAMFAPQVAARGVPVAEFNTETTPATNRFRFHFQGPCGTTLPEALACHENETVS
S100A4 inh HTS: inhibitors of S100A4-myosin IIA peptide binding, primary screen, biochemical, fluorescence polarization, TAMRA-MyoIIA peptide | Protein S100-A4 (Homo sapiens), P26447 | inhibition, % at 10.7 µM | hit rate 0.14% among 360,000 | AID 652163, 2013;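 active = mean inhibition of at least 70% across replicates, with every replicate also reaching that level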
Target sequence (P26447 whole entry, looked up): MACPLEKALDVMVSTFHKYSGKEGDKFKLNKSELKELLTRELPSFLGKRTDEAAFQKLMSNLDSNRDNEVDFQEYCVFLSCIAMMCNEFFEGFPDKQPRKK
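assay system = human S100A4 monomer with TAMRA-labelled myosin IIA peptide | also added = labelled myosin peptide probe, 5 nM | incubation = 5 min between mix addition and reading | control set = DMSO and TFP controls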
* = called active by the depositor; . = not tested or not shown. This is a subset; rates above refer to the full screens.

Assay codes: A = Cneo AK release; B = Statin myotox sup; C = ERAP1 inh; D = LGR2 antag; E = PGC1a acetyl inh; F = Xi reactivation; G = SIRT5 block; H = S100A4 inh HTS
CC(=O)N/C(=C\c1ccccc1)C(=O)Nc1ccccc1C
  A: 0 | B: 9 | C: -1 | D: 5 | E: -3 | F: 0.2 | G: -1 | H: 0

CN1[C@@H]2Cn3c(cccc3=O)[C@H]1[C@@H](C(=O)NCC1CCCCC1)[C@@H]2CO
  A: 4 | B: -5 | C: 0 | D: 21 | E: . | F: 0.1 | G: -1 | H: 3

COc1cc(/C=N/NC(=O)c2cncc(Br)c2)cc([N+](=O)[O-])c1O
  A: 10 | B: 53 | C: . | D: 0 | E: 2 | F: -0.2 | G: 1 | H: -4

COc1cccc(NC(=O)N[C@@H]2CC[C@H](CC(=O)N3CCOCC3)O[C@@H]2CO)c1
  A: 30 | B: -2 | C: -3 | D: 5 | E: 3 | F: -0.3 | G: 0 | H: 3

COC(=O)CNC(=O)C1(C)C=CCN1C(=O)c1ccccc1 (stereo not drawn)
  A: 2 | B: 3 | C: . | D: -59 | E: -4 | F: 0.0 | G: . | H: -11

Cc1ccc2nc(-c3cccnc3)cc(C(=O)N3CCN(c4ccc([N+](=O)[O-])cc4)CC3)c2c1
  A: -4 | B: 6 | C: 3 | D: 2 | E: -12 | F: 0.0 | G: -1 | H: 1

CC1(C)Cc2c(cnn2-c2cccc(F)c2)C(NC(=O)c2ccc[n+]([O-])c2)C1 (stereo not drawn)
  A: 1 | B: . | C: 0 | D: -27 | E: 1 | F: 0.2 | G: -7 | H: -4

CCOC(=O)C1(C)CCN1C(=O)c1cc(F)cc(F)c1 (stereo not drawn)
  A: 0 | B: -1 | C: -2 | D: 3 | E: 4 | F: 0.1 | G: . | H: -3

Cn1ccnc1SCc1nc2c(cnn2-c2ccccc2)c(=O)[nH]1
  A: 1 | B: . | C: 0 | D: 2 | E: . | F: 0.0 | G: -6 | H: -7

C[C@H](CO)N1C[C@H](C)[C@H](CN(C)C(=O)c2ccccc2)OCCCC[C@H](C)Oc2ccc(NC(=O)C3CCCCC3)cc2C1=O
  A: -1 | B: 6 | C: 0 | D: 4 | E: -3 | F: -1.1 | G: 0 | H: -8

CCOCCCNC(=O)Cc1cc(=O)[nH]c(=O)[nH]1
  A: 3 | B: -5 | C: 2 | D: -2 | E: . | F: 0.2 | G: 1 | H: -1

O=C(Nc1nnc(-c2ccccc2)o1)c1cc(-c2cccs2)nc2ccccc12
  A: 5 | B: -18 | C: 2 | D: . | E: 2 | F: 0.2 | G: 6 | H: -2

CCCC[C@H](CN[C@@H](CNC)[C@H](C)CC)NCCC12CCC(CC1)C2
  A: 1 | B: -7 | C: -4 | D: 35 | E: -6 | F: -0.3 | G: -3 | H: 0

O=C1CCCC(=O)C1=C1SCCCS1
  A: -1 | B: 5 | C: . | D: 39 | E: 6 | F: 0.0 | G: . | H: .

Cc1ccc(N2C(=O)[C@@H]3[C@H](C2=O)[C@H]2C=C(C(=O)c4ccccc4)C=CN2[C@@H]3C(=O)c2ccc(Cl)cc2)cc1
  A: . | B: . | C: 1 | D: . | E: . | F: 0.2 | G: 7 | H: 0

O=C(Nc1nccs1)c1ccc2c(c1)OCO2
  A: -1 | B: 5 | C: 1 | D: -34 | E: . | F: 0.1 | G: -3 | H: -1

CC(=O)Nc1c(I)c(C(=O)N[C@H]2C(O)O[C@H](CO)[C@@H](O)[C@@H]2O)c(I)c(N(C)C(C)=O)c1I (stereo partly drawn)
  A: 1 | B: 15 | C: -4 | D: -5 | E: 7 | F: 1.3 | G: -2 | H: 0

CS(=O)(=O)N1CCC(C(=O)N2CCN(C(c3ccccc3)c3ccccc3)CC2)CC1
  A: 2 | B: 21 | C: -4 | D: 25 | E: -4 | F: 0.0 | G: -1 | H: 0

O=C(Nc1ccc2nc(-c3cccs3)[nH]c2c1)c1ccco1
  A: -4 | B: -71 | C: . | D: -39 | E: 4 | F: . | G: . | H: .

COc1ccc(C(=O)NCCCNC(=O)c2ccc(C)nc2)cc1
  A: -2 | B: 0 | C: -7 | D: -5 | E: 9 | F: 0.1 | G: -1 | H: -4

COc1ncnc2c1ncn2CCCNCc1ccco1
  A: -2 | B: 12 | C: 0 | D: 10 | E: . | F: 0.0 | G: -8 | H: 0

CC(C)C#Cc1ccc([C@@H]2[C@@H](CO)N(C(=O)C3CC3)[C@H]2C#N)cc1
  A: 4 | B: 8 | C: 4 | D: -15 | E: 1 | F: 0.0 | G: 4 | H: -3

CC(=O)OC[C@@H]1CN(Cc2ccccc2)C[C@H](n2ccc3c(N)ncnc32)O1
  A: 1 | B: -3 | C: 5 | D: 9 | E: -10 | F: -0.1 | G: -3 | H: 0

Cc1ccc(C(=O)OCC(=O)Nc2ccc3[nH]c(=O)[nH]c3c2)cc1S(=O)(=O)N1CCOCC1
  A: . | B: . | C: -5 | D: -4 | E: . | F: 0.0 | G: -5 | H: -6

COc1ccc(NS(=O)(=O)c2cc(NS(=O)(=O)c3cccs3)ccc2C)cc1
  A: . | B: -17 | C: 0 | D: 8 | E: -1 | F: 0.3 | G: 3 | H: -3

CCN(CC)CCNC(=O)c1ccc2c(c1)NC(=O)c1ccccc1S2
  A: 2 | B: -115 | C: 2 | D: -4 | E: 0 | F: 0.2 | G: -8 | H: -10

Cc1nn(C)c(C(=O)N/N=C/c2cccnc2)c1Cl
  A: 1 | B: . | C: 2 | D: -1 | E: -1 | F: 0.1 | G: 0 | H: -10

Cc1onc(-c2ccccc2)c1C(=O)N1CCN(c2ccc([N+](=O)[O-])cc2)CC1
  A: 0 | B: 4 | C: 2 | D: 0 | E: -3 | F: 0.4 | G: 1 | H: -5

CCOc1ccccc1NC(=O)NCc1cccnc1
  A: . | B: . | C: 0 | D: 12 | E: -15 | F: 0.3 | G: -4 | H: -2

COc1ccccc1-c1ccc2nnc(SCC(=O)N3CCCC3)n2n1
  A: -1 | B: . | C: 3 | D: -14 | E: . | F: 0.2 | G: 0 | H: -2

Cn1cc(CN2CCC(C(O)c3cccs3)CC2)c(-c2cccc(Cl)c2)n1 (stereo not drawn)
  A: . | B: . | C: 5 | D: 17 | E: 1 | F: 0.0 | G: 1 | H: -1

CO[C@H]1CN(C)C(=O)c2cccc(C#N)c2OCC[C@H]2CC[C@@H](OC)[C@@H](CN(C)C(=O)[C@@H]1C)O2
  A: 4 | B: -6 | C: -4 | D: 20 | E: . | F: 0.1 | G: -2 | H: 3

COc1ccc(S(=O)(=O)Nc2ccc3c(c2)C(=O)N([C@@H](C)CO)C[C@H](C)[C@H](CN(C)C(=O)Nc2cccc4ccccc24)OCCCC[C@@H](C)O3)cc1
  A: . | B: . | C: 0 | D: 6 | E: -4 | F: 0.2 | G: 12 | H: 7

CCCCCc1nnc(NC(=O)c2ccc3nc[nH]c3c2)s1
  A: -1 | B: 10 | C: -1 | D: 3 | E: -1 | F: 0.4 | G: 2 | H: 2

O=C(CSc1nnnn1-c1ccccc1)Nc1ccccc1
  A: -1 | B: 1 | C: -1 | D: -20 | E: . | F: 0.0 | G: -1 | H: -3

CC(Sc1ncnc2c1cnn2-c1ccccc1)C(=O)NCC1CCCO1 (stereo not drawn)
  A: 1 | B: . | C: 6 | D: -22 | E: -11 | F: 0.2 | G: 11 | H: -6

C[C@H]1CN([C@@H](C)CO)S(=O)(=O)c2ccc(/C=C/c3ccccc3)cc2O[C@H]1CN(C)CC1CC1
  A: 0 | B: -29 | C: 0 | D: -5 | E: -21 | F: -0.9 | G: 4 | H: 0

CC/C(=N\NC(=O)c1ccc2c(c1)OCO2)c1ccccc1
  A: 0 | B: 15 | C: 5 | D: 27 | E: . | F: 0.4 | G: 1 | H: -3

Cc1ccccc1-c1nnc(SCC(=O)NC2CCS(=O)(=O)C2)n1C (stereo not drawn)
  A: -2 | B: -3 | C: 4 | D: 5 | E: -1 | F: 0.2 | G: -8 | H: 0

COc1cc(-c2ccc3oc(-c4ccsc4)cc3c2)cc(OC)c1OC
  A: -1 | B: -33 | C: -1 | D: 14 | E: 5 | F: 0.1 | G: . | H: -1

COc1ccccc1N(CC(=O)Nc1ccccc1C(F)(F)F)S(=O)(=O)c1cccs1
  A: 0 | B: -9 | C: -2 | D: -16 | E: 9 | F: 0.0 | G: -5 | H: -1

O=C(O)CCn1c(Cc2ccccc2)nc2ccccc21
  A: 1 | B: 0 | C: -2 | D: 8 | E: 1 | F: 0.0 | G: -3 | H: -32

Cc1cccc(N=Nc2c(C)nn(-c3ccccc3)c2N)c1C
  A: . | B: . | C: 3 | D: -102 | E: . | F: 0.5 | G: -4 | H: 2

O=C(NNC(=O)[C@@H]1CCCC[C@@H]1C(=O)O)Nc1ccccc1
  A: . | B: . | C: -2 | D: -1 | E: . | F: 0.1 | G: -2 | H: 2

Some of the entries so far, as tab-separated lines:
mol	Cneo AK release	Statin myotox sup	ERAP1 inh	LGR2 antag	PGC1a acetyl inh	Xi reactivation	SIRT5 block	S100A4 inh HTS
Cc1onc(-c2ccccc2)c1C(=O)N1CCN(c2ccc([N+](=O)[O-])cc2)CC1	0	4	2	0	-3	0.4	1	-5
CCOc1ccccc1NC(=O)NCc1cccnc1	.	.	0	12	-15	0.3	-4	-2

Filtered by structure: the entries above with an NH in an aromatic ring.
Assay codes: A = Cneo AK release; B = Statin myotox sup; C = ERAP1 inh; D = LGR2 antag; E = PGC1a acetyl inh; F = Xi reactivation; G = SIRT5 block; H = S100A4 inh HTS
Cn1ccnc1SCc1nc2c(cnn2-c2ccccc2)c(=O)[nH]1
  A: 1 | B: . | C: 0 | D: 2 | E: . | F: 0.0 | G: -6 | H: -7

CCOCCCNC(=O)Cc1cc(=O)[nH]c(=O)[nH]1
  A: 3 | B: -5 | C: 2 | D: -2 | E: . | F: 0.2 | G: 1 | H: -1

O=C(Nc1ccc2nc(-c3cccs3)[nH]c2c1)c1ccco1
  A: -4 | B: -71 | C: . | D: -39 | E: 4 | F: . | G: . | H: .

Cc1ccc(C(=O)OCC(=O)Nc2ccc3[nH]c(=O)[nH]c3c2)cc1S(=O)(=O)N1CCOCC1
  A: . | B: . | C: -5 | D: -4 | E: . | F: 0.0 | G: -5 | H: -6

CCCCCc1nnc(NC(=O)c2ccc3nc[nH]c3c2)s1
  A: -1 | B: 10 | C: -1 | D: 3 | E: -1 | F: 0.4 | G: 2 | H: 2
